# N370S GC: qHTS Assay for Inhibitors and Activators of N370S glucocerebrosidase as a Potential Chaperone Treatment of Gaucher Disease. N370S GC spleen homogenate, 4MU-glucoside fluorescence. Potency, µM (doses to about 59.4 µM), for the others: top-dose activity change, negative = inhibition, usual class: inhibitors. hit rate 0.092% among 330,000;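 note: 0% = full enzyme activity and -100% = no enzyme basal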
# FEN1 inhibitor: qHTS Assay for the Inhibitors of Human Flap endonuclease 1 (FEN1); Potency, µM (doses to about 114 µM), for the others: at the top dose activity change, negative = inhibition, usual class: inhibitors; hit rate 0.35% among 390,000; Recombinant FEN1 flap cleavage, fluorescence, 15 min; AID 588795, 2011; P39748; note: nearly all actives have a fitted effect of over 65% in size
#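 FEN1 at 10 nM preincubated with compounds 15 min at room temperature, then flap DNA substrate added at 50 nM final. Signal read at 0 and 15 min; concentration-response fitted with four-parameter Hill equation.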
# GCN5L2 inh: qHTS Assay for Inhibitors of GCN5L2. Histone acetyltransferase KAT2A (Homo sapiens), Q92830. GCN5L2 HAT assay, ThioGlo1 CoA-SH fluorescence. Potency, µM (doses to about 58.9 µM), inactives show top-dose activity change, negative = inhibition, hits mostly inhibitors. hit rate 0.21% among 390,000. AID 504327, 2011
# Target sequence (Q92830 whole entry, looked up): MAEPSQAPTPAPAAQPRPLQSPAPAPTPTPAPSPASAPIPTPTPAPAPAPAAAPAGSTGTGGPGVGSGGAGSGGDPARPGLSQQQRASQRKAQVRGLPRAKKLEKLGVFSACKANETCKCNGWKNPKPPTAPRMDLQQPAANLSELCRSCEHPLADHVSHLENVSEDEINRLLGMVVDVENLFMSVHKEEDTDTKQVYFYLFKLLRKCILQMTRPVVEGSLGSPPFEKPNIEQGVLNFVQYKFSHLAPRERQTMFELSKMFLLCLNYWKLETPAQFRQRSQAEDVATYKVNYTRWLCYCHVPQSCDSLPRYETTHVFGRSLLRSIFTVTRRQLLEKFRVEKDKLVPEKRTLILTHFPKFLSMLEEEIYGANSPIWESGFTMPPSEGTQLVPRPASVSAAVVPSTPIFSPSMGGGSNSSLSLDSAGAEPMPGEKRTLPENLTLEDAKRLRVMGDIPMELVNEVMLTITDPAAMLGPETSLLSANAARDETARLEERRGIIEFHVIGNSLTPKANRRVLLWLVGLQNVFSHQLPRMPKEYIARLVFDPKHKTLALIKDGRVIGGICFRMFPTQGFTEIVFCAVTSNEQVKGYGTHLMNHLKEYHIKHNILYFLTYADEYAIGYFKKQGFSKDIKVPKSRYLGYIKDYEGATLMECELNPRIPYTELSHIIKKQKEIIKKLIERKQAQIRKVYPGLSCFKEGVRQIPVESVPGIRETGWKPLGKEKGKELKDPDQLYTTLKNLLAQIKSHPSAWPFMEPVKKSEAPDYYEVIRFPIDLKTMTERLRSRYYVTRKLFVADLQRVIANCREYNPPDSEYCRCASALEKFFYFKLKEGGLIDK
#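 Titration-based screen in which CoA formation is detected via maleimide probe ThioGlo1 (50uM) turning fluorescent on thiol reaction; substrates H3(1-25) 75uM and acetyl-CoA 70uM, GCN5L2 20nM, 20 min incubation at room temperature.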
# * = called active by the depositor; ? = inconclusive; . = not tested or not shown; & = joins results of further samples; [ ] = remark or other dose. Calls come from the whole dose curve; as a rule, active = well fitted curve in the direction sought with a large enough effect; inconclusive = small, poorly fitted or top-dose-only effect, or another doubt; inactive = no such curve, though single readings can be large; an effect the other way counts as inactive or inconclusive. Unless noted, % is set by controls: 0 for no effect and ±100 for the full control effect; potency is the fitted concentration of half-maximal effect. Some of the compounds tested; count on the stated rates, not on these rows.
compound	N370S GC	FEN1 inhibitor	GCN5L2 inh
CC(=O)c1c(C)[nH]c(C(=O)OCC(=O)NCc2ccc3c(c2)OCO3)c1C	.	8.0%	0.9%
CCc1ccccc1NC(=O)c1cccs1	6.5%	9.1%	-8.7%
COC(=O)Cn1c(N2CCCC2)nc2c1c(=O)n(C)c(=O)n2C	-12.9%	-0.5%	-3.2%
CC(NC(=O)Cc1ccccc1)C(c1ccccc1)N1CCOCC1 (stereo not drawn)	-2.3%	-10.7%	-2.5%
Cc1ccc(Cl)cc1N1CCN(S(=O)(=O)c2cn(C)cn2)CC1	-11.3%	-14.8%	-3.2%
CCc1nnc(NC(=O)c2ccc(OC)c(S(=O)(=O)N3CCCC3)c2)s1	.	-0.8%	-0.7%
C=CCC(C)(NCc1ccccc1)c1ccc(C)cc1 (stereo not drawn)	-18.2%	18.4%	-2.4%
Cc1cc(/C=C2\C(=N)N3N=C(CC(=O)N4CCOCC4)SC3=NC2=O)c(C)n1Cc1ccccc1	-15.4%	-8.8%	-6.6%
O=C(Nc1cc(-c2nc3cc(Cl)ccc3o2)ccc1Cl)c1cc([N+](=O)[O-])ccc1N1CCOCC1	.	-8.3%	2.1%
O=C(NN1C(=O)NC2(CCCCC2)C1=O)c1cc2ccccc2o1	.	6.0%	-7.1%
Cc1[nH]c2ccccc2c1/C=N/NC(=O)c1cccc(S(=O)(=O)Nc2cccc(C(F)(F)F)c2)c1	?	-21.9%	-19.7%
COc1ccc(CN2C(=O)N(c3ccc(F)cc3)C(=O)C2CC(=O)Nc2ccccc2)cc1 (stereo not drawn)	.	9.5%	-2.5%
COc1cccc(CNC(=O)C2CCN(S(=O)(=O)c3ccccc3)CC2)c1	-3.6%	5.7%	-0.3%
CCN(CC(=O)Nc1ccccc1OC)CC(=O)Nc1c(Cl)ccc(C)c1Cl	9.4%	-1.8%	-12.6%
Cc1nonc1NC(=O)N1CCCC1	-5.3%	2.9%	-3.1%
O=C(CS(=O)(=O)Cc1ccccc1)Nc1ccc(S(=O)(=O)N2CCCCCC2)cc1	-3.9%	-20.5%	-6.1%
Cc1ccc(CN2CCC(N3CC(C)OC(C)C3)CC2)cc1 (stereo not drawn)	-14.0%	-11.6%	1.5%
Cc1cccc(NC(=O)c2oc3ccc(S(=O)(=O)N4CCOCC4)cc3c2C)c1C	0.7%	10.2%	-11.1%
Cc1ccccc1-n1cnc2cc(NCc3cccs3)ccc21	-5.6%	-20.7%	3.1%
COCCNS(=O)(=O)c1cc(-c2nn3c(C)nnc3c3ccccc23)ccc1C	.	-1.2%	1.1%
Cc1ccc(S(=O)(=O)Nc2ccc(NC(=O)Nc3ccc(F)cc3F)cc2)cc1	4.7%	-11.1%	2.9%
COc1ccc(C(C(=O)NC2CCCCC2)N(C(=O)c2sc(C)nc2C)c2ccc(OC)cc2)cc1 (stereo not drawn)	5.2%	-5.8%	43.5%[activator]
COc1cccc(Cc2nc3ccccc3nc2SCC(=O)N2CCCc3ccccc32)c1	.	5.5%	-4.7%
COc1ccc(OC)c(C(c2nnnn2CCC(C)C)N2CCN(C(=O)c3ccco3)CC2)c1 (stereo not drawn)	16.4%	-8.4%	-3.7%
O=C(CSc1nnc(C23CC4CC(CC(C4)C2)C3)o1)Nc1ccc(N2CCOCC2)c(Cl)c1	4.2%	-20.3%	-1.2%
O=S(=O)(NCCN1CCOCC1)c1ccc2c(c1)OCCO2	-5.6%	0.3%	-0.3%
CCN(CC)CCOc1ccc2c(c1)C(=O)c1cc(OCCN(CC)CC)ccc1-2	-2.5%	.	-4.2%
COc1cccc(OC(=O)CSc2nnc(-c3ccccc3Br)o2)c1	-6.7%	-14.6%	-19.7%
CC(=O)Nc1ccc(N2CCN(c3ccc(F)cc3)CC2)cc1	-0.6%	-14.3%	-4.1%
CC1C(=O)N2CCCc3cc(S(=O)(=O)N4CCC(C(N)=O)CC4)cc1c32 (stereo not drawn)	-17.6%	16.7%&14.6%	12.1%&-0.9%
COc1ccc(Cc2nc3ccccc3[nH]2)cc1OC	-3.1%	-3.0%	0.0%
COc1ccc(/C=N/n2c(-c3n[nH]c4c3CCC4)n[nH]c2=S)cc1OC	5.5%	-10.6%	-8.9%
CC12CCC(C(=O)N(CCCCN3CCN(Cc4ccccc4)CC3)C1=O)C2(C)C (stereo not drawn)	0.3%	7.5%	-1.5%
O=S(=O)(c1ccc(Cl)cc1)N1CCN(C2CCCCCC2)CC1	2.8%	-12.2%	-3.4%
COc1ccc(Cl)cc1NC(=O)CN(C)C1CCS(=O)(=O)C1 (stereo not drawn)	.	21.1%	-26.8%
COc1cc(OC)cc(-c2c(-c3cccs3)c3cc(Br)ccc3n2C)c1	.	?	-24.5%
O=C(NC(=S)Nc1ccc(Cl)c(C(=O)O)c1)c1ccco1	1.2%	17.7%	-27.7%
Cc1c(OCC(=O)N2CCC(C(N)=O)CC2)ccc2c3c(c(=O)oc12)CCC3	-7.0%	-3.3%	-3.0%
Cn1c(CNC(=O)CCNC(=O)c2ccc(Br)cc2)cc(=O)n(C)c1=O	-1.9%	-7.6%	-22.8%
CCOc1cc(NS(=O)(=O)c2ccc(NC(C)=O)cc2)c(OCC)cc1NC(=O)c1cccs1	2.4%	-3.7%	1.8%
O=C(COCc1cc(-c2ccc3c(c2)OCO3)on1)NCc1ccccc1Cl	.	-12.9%	-7.5%
Cc1cc(C)n(CCNC(=O)C2CCC(=O)N(CCc3cccc(F)c3)C2)n1 (stereo not drawn)	-2.4%	-1.3%	?
Cc1cccc(NC(=S)NC(=O)C2CC2)c1	-0.4%	.	1.2%
N#C/C(=C\c1ccccc1OCc1ccc(C(=O)O)cc1)c1ccccc1	1.5%	-17.4%	-8.6%
Cc1ccc(CNc2nc(-c3ccco3)nn2S(C)(=O)=O)cc1	.	1.9%	-11.2%
Cc1cc(C)cc(Oc2nc3ccccn3c(=O)c2/C=C(\C#N)C(=O)NC2CCS(=O)(=O)C2)c1 (stereo not drawn)	4.0%	14.4%	-13.5%
CCS(=O)(=O)N1CCC(NC(C)=O)(c2ccccc2)CC1	-7.2%	-0.5%	0.9%
Cc1ccc(C(CNS(=O)(=O)c2cc(F)ccc2F)N2CCN(C)CC2)cc1 (stereo not drawn)	8.2%	-4.9%	-16.2%
CC(C)CNc1ncnc2c1cnn2Cc1ccc(Cl)cc1	8.9%	-16.7%	-12.7%
CC(C)COC(=O)n1ccc(C(=O)N2CCCCC2)n1	5.2%	3.1%	-3.3%
COC(=O)C(C)N(C#N)c1nc(C)cc(C)n1 (stereo not drawn)	11.0%	-0.8%	-4.4%
C[C@H](NC(=O)c1nc[nH]c1C(=O)NCCCCCNC(=O)OC(C)(C)C)C(=O)OCc1ccccc1	17.8%	5.8%	6.2%
N#Cc1nc(-c2ccco2)oc1N1CCOCC1	-2.2%	-1.6%	-6.6%
Cc1ccccc1C(=O)NNc1ccc([N+](=O)[O-])cc1	11.2%	-8.3%	.
CN(C(=O)COC(=O)/C=C/c1ccc2ccccc2n1)C1CCS(=O)(=O)C1 (stereo not drawn)	-22.6%	9.8%	-5.3%
CCC(=O)Nc1ccccc1C(=O)OCc1ccc(C(=O)c2ccccc2)cc1	18.0%	0.0%	2.4%
CN(C(=O)c1ccc(OC2CCN(CCc3ccccc3)CC2)cc1)C1CCOCC1	12.8%	4.1%	0.4%
CN=C(Nc1ccc(Br)cc1)SC1CC(=O)N(c2ccc(OC)cc2)C1=O (stereo not drawn)	-17.1%	-3.4%	-0.2%
CCc1nnc(NC(=O)CSc2nnc(-c3ccncc3)n2C)s1	1.8%	0.2%	-0.4%
O=C(OCC(=O)N1CCCCCC1)c1cccc(Cl)c1	.	-3.7%	-5.1%

# (next part)
compound	N370S GC	FEN1 inhibitor	GCN5L2 inh
COc1ccc(NC2=C(c3ccc(OC)cc3)C(=O)c3ccccc32)cc1	-2.1%	-3.4%	10.6%
CC(=O)Nc1ccc(OCCOc2ccc(/C=C3\C(=N)N4N=C(C)SC4=NC3=O)cc2)cc1	-2.6%	0.6%	-18.2%
CCC(CC)COC(=O)C1=C(C)NC(=O)NC1c1ccccc1Br (stereo not drawn)	-4.3%	-3.5%	-19.9%
CC(=O)c1ccc2c3c(ccc(O)c13)CC2	5.6%	-19.7%	1.7%
CC(=O)c1cc2c(cc1NC(=O)c1ccccc1C)OCO2	-0.6%	.	1.8%
O=C(NCNC(=O)c1ccccc1)c1ccccc1	8.1%	0.7%	-7.3%
C=CCNC(=O)Cc1ccc(S(=O)(=O)N2CCOCC2)s1	.	-5.4%	-12.8%
COc1cc2nc(CN3CCC(C(O)(c4ccccc4)c4ccccc4)CC3)[nH]c(=O)c2cc1OC	-10.0%	6.3%	1.2%
Cc1cc(N2C(=O)C3C4c5ccccc5C(c5ccccc54)C3C2=O)no1 (stereo not drawn)	1.0%	-0.4%	0.1%
COc1cccc(-c2nc(CS(=O)(=O)CC(=O)N3CCc4ccccc43)c(C)o2)c1	10.8%	-7.9%	-3.9%
CCCC1Nc2ccc(C(=O)O)cc2C2C=CCC12 (stereo not drawn)	10.3%	?	-4.3%
O=C(O)COc1ccc2c(-c3ccccc3)cc(=O)oc2c1	-5.3%	-13.2%	0.1%
COc1ccc(CCN(CC(=O)NCc2ccc(F)cc2)C(=O)c2snc(C(N)=O)c2N)cc1OC	3.0%	-8.5%	-6.2%
COc1ccc(/C=C/C(=O)N(c2ccccn2)C2CCCCC2)cc1OC	-5.5%	4.2%	-7.3%
COc1ccc(NC(=O)c2ccc(-c3nc(CSc4ccccc4)c(C)o3)cc2)c(OC)c1	.	-4.7%	-7.9%
CCN(CC)CCn1c(-c2ccccc2)nc(=S)c2c1CC(C)(C)OC2	2.9%	30.0%	-5.1%
COc1ccc(C2CC(=O)C3=C(C2)Nc2ccccc2N(C(=O)CCC(=O)O)C3c2ccc(F)cc2)cc1OC (stereo not drawn)	25.3%	-14.1%	-17.9%
O=C(NC(=S)NNC(=O)c1ccccc1O)c1cccnc1	-6.2%	15.2%	-16.8%
COc1ccc2oc(C(=O)C3CC3)c(N)c2c1	7.7%	1.1%	-7.7%
Cc1ccc(OCC(=O)OCc2c(C)noc2C)cc1C	.	-11.1%	-0.5%
O=C(c1cc(F)cc2c1OCOC2)N1CCN(c2ccc(F)cc2)CC1	5.9%	0.1%	4.0%
COc1ccccc1-c1cncnc1-n1ccnc1	-2.0%	.	-10.0%
Cc1ccccc1OCC(=O)NNC(=O)CSc1nc(N)cc(N)n1	0.1%	-8.1%	1.8%
CCCc1nnc(NC(=O)CCC(=O)N2CCCCCC2)s1	3.0%	-3.4%	-6.4%
CN(CCOC(=O)c1ccc2c(c1)OCCO2)C(C)(C)C	-4.6%	-2.7%	4.6%
CC(C)CN(c1ccccc1)S(=O)(=O)c1nnc(NC(=O)c2ccco2)s1	-14.8%	4.0%&-12.1%	-22.6%&-1.3%
COc1ccc(CCNC(=O)C(=O)NCC2OCCN2S(=O)(=O)c2ccc(Br)cc2)cc1OC (stereo not drawn)	-1.7%	-2.4%	1.2%
FC(F)(F)c1ccc(N2CCOCC2)c(NC2=NCCCCC2)c1	-0.1%	-15.5%	-2.0%
O=C(Cn1cc2c(n1)CCCCC2)NC1CCCCCC1	4.2%	12.3%	-3.7%
Cc1cc(C(=O)OCC(=O)NC(=O)c2cccn2C)c2ccccc2n1	5.5%	2.6%	-6.9%
CC[C@]12c3[nH]c4cc(CCC(=O)N(C)C)ccc4c3CCN1C(=O)[C@@H](CC(=O)NCCCN(C)C)C[C@@H]2C(=O)N1CCN(C(=O)c2ccco2)CC1	.	9.3%	0.0%
O=S(=O)(c1ccc(Cl)cc1)c1nc(-c2cccc(Br)c2)oc1NCc1ccccc1	.	14.6%	-19.8%
CC(Oc1cccc(Cl)c1)C(=O)NCCCCc1ccccc1 (stereo not drawn)	-2.9%	10.0%	-2.8%
COc1ccc(N2CCN(C(c3nnnn3CCc3ccccc3)C(C)C)CC2)cc1 (stereo not drawn)	3.4%	0.8%	-4.2%
O=C(C1CCCN(Cc2ccccc2F)C1)N1CCc2ccccc2C1 (stereo not drawn)	-3.1%	-5.2%	-7.1%
C=CCNc1nc(C(=O)OC(C)C(=O)c2ccc(C)cc2)cs1 (stereo not drawn)	.	-16.2%	-6.7%

# Gathered by group, the entries above with a CF3 group.
compound	N370S GC	FEN1 inhibitor	GCN5L2 inh
Cc1[nH]c2ccccc2c1/C=N/NC(=O)c1cccc(S(=O)(=O)Nc2cccc(C(F)(F)F)c2)c1	?	-21.9%	-19.7%
FC(F)(F)c1ccc(N2CCOCC2)c(NC2=NCCCCC2)c1	-0.1%	-15.5%	-2.0%
